# Bioassay records: PubChem, several laboratories
# EBV gp42 block = blocks Epstein-Barr virus glycoprotein 42 binding | Q1HVG2 | 0.42% of 220,000 active | inhibition, % (tested at 21.74 µM) | Fluorescence polarization binding assay, mP read-out; in the data active = inhibition above about 50%
# Target sequence (Q1HVG2 whole entry, looked up): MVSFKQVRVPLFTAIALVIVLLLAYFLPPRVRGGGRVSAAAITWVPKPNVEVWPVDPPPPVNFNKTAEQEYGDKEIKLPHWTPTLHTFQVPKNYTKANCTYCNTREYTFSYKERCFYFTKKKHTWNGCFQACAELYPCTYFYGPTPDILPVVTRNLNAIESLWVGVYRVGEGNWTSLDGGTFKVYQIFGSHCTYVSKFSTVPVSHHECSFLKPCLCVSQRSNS
# eIF4E-4G inh = eIF4E/eIF4G interaction inhibition in translation initiation; P63073+Q04637; TR-FRET eIF4E-eIF4GI(517-606) binding, 2 h; inhibition, % at 21.7 µM; 0.37% of 220,000 active;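 also: 0% = full FRET control wells and 100% = background wells lacking eIF4GI fragment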
# 14-3-3 Bad PPI = disrupts binding of bovine 14-3-3 zeta to phospho-Bad peptide. P63103. TR-FRET 14-3-3zeta/Dy647-pBad peptide displacement, 1 h. inhibition, % at 21.7 µM. 0.71% of 220,000 active;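 active = inhibition above about 70%, limit read from the data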;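 also: 0% = full 14-3-3 plus peptide FRET controls and 100% = background without 14-3-3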
# Thrombin inh = thrombin (human) inhibition; alpha-thrombin, Boc-VPR-AMC fluorogenic substrate cleavage; inhibition, % at 5 µM; 0.26% of 220,000 active;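 active = inhibition at or above 40%; inactive = inhibition below 40%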;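 also: 0% = enzyme with no compound and 100% = wells without enzyme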
#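 Material: human alpha-thrombin protein. Incubation: reaction at ambient temperature. Technique: fluorescence of released AMC, ex 355 nm, em 460 nm. Control set: no-compound enzyme wells and no-enzyme blanks. Also added: Boc-VPR-AMC substrate, 15 µM final. Buffer or medium: pH 7.5 Tris (50 mM) with NaCl 150 mM, Tween 20 0.05%.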
# Rad51 HR inh = blocks human Rad51 in homologous recombination | hRad51 DNA strand exchange, fluorescence dequenching | inhibition, % at 10 µM | 0.085% of 200,000 active;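 active = inhibition above 40% at the single screening dose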;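 also: 0% = DMSO control wells and 100% = blanks with heterologous ssDNA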
#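 Material: human Rad51–ssDNA filaments; Probe or stimulus: labelled 47-mer dsDNA for strand exchange; Doses: single 10 µM dose; Incubation: 37 °C 15-min filament assembly, 30-min compound preincubation, 15-min exchange; Technique: FRET fluorescence dequenching, excitation 485 nm, emission 520 nm; Measure: Fluorescence-based percent inhibition, control- and blank-normalised; Benchmarks: plate control and blank wells.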
# KCC2 mod = modulates chloride dependent transport by human KCC2 | Q9H2X9 | KCC2 cells, thallium flux FluoZin-2 fluorescence | B-score of Tl+ flux slope (higher = more flux/activation; lower = inhibition) at 10 µM | 2.2% of 190,000 active | AID 1456;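 active = thallium flux slope and its plate-corrected score both differing from the plate sample mean at a set confidence after two filtering rounds, in either direction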;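 also: slope of fluorescence scaled to starting intensity during 10 to 20 s after thallium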
# NCF1 inh = blocks human p47phox regulatory protein of NADPH oxidases; AID 1274; 0.53% of 220,000 active; p47phox/p22phox peptide binding, fluorescence polarization, 2 h; P14598; inhibition, % at 24.7 µM;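 also: 0% = p47phox with labelled peptide and 100% = labelled peptide alone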
# Target sequence (P14598 whole entry, looked up): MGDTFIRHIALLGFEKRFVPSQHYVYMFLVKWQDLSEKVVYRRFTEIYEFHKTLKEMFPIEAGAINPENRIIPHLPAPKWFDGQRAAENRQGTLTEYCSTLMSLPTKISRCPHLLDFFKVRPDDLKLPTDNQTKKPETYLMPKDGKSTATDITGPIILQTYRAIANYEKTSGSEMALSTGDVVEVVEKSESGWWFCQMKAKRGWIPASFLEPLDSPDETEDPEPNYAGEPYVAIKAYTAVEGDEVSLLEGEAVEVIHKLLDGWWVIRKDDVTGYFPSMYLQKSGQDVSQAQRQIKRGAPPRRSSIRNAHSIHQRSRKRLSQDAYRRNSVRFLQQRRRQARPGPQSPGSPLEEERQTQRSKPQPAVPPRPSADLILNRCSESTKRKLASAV
# hK5 inh = blocks human kallikrein 5 protease activity; Q9Y337; recombinant hK5, fluorogenic AMC substrate cleavage; inhibition, % at 5 µM; 0.59% of 210,000 active; AID 873;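 active = inhibition of 40% or more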;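 also: 0% = enzyme controls without compound and 100% = no-enzyme blanks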
# Target sequence (Q9Y337 67-293 limits assumed): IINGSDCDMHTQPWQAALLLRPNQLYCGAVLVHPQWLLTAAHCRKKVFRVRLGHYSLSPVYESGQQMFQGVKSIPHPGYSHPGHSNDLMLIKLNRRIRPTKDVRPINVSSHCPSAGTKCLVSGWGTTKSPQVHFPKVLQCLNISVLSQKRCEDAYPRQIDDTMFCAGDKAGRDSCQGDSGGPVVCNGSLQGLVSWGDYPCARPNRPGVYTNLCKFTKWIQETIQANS
# Furin inhibitor = inhibitors of human furin; 0.061% of 220,000 active; AID 463115; P09958; inhibition, % at 30 µM; purified furin, fluorogenic substrate cleavage; in the data active = inhibition above about 25%; also: inactives centre near -15
# * = called active by the depositor; nt = not tested or not shown; & = joins results of further samples; ! = not confirmed by another sample; [ ] = remark or other dose.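 The calls were made as follows, unless noted: active = inhibition above about 30% (limit read from the data); inactive = the rest.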 Outcome played no part in choosing rows. Share with any hit: about 4.7%.
SMILES,EBV gp42 block,eIF4E-4G inh,14-3-3 Bad PPI,Thrombin inh,Rad51 HR inh,KCC2 mod,NCF1 inh,hK5 inh,Furin inhibitor
Cc1cc(=O)n(C(NC(=O)c2ccccc2)C(=O)c2ccccc2)cn1 (centres undefined),-16,4,-1,-1,4,-1.4,-6,0,-18[20 µM]
CCn1ccnc1CN1CCC(CO)(CCOc2ccccc2)CC1,-12,0,-11,0,11,-0.13,-10,nt,-19
CCCn1c(N)c(C(=O)CSc2nnc(Cc3ccccc3)o2)c(=O)n(C)c1=O,4,3,3,-3,3,-8.8*,-6,-22,-17[20 µM]
CC(C)CC(=O)Nc1nc2ccc(S(C)(=O)=O)cc2s1,-18,-3,-4,-7,-5,0.32,1,4,-27
N#CCc1ccc(OC(=O)c2cccnc2)cc1,-1,-1,-2,-5,-2,0.82,-1,2,-5
O=c1[nH]c(CSc2ncc(-c3ccc(F)cc3)n2Cc2ccco2)nc2ccccc12,-19,0,12,2,4,-0.12,0,-64,-23
O=C(CCC1CCCN(c2ncccn2)C1)NCc1ccc(F)c(F)c1 (centres undefined),-1,1,5,-9,-10,-0.2,9,-1,-2
CC(=O)OC(C)(C)C#CCN1CCCC1,-14,2,4,-17,-4,-0.51,-25,6,-29[20 µM]
O=C(N/N=C/c1ccc2c(c1)OCO2)C1COc2ccccc2O1 (centres undefined),18,1,-5[fluorescence artefact?],6,0,0.4,-8,46*,-6[20 µM]
COC1CC(C)NC(=S)N1 (centres undefined),-7,-2,-7,-1,-7,-1.8,4,1,-21
O=C(c1cnccn1)N1CCN(c2ccccc2)CC1,-5,-5,-10,-12,nt,-0.045,6,-23,-4
CCOc1ccc(N(CC(=O)OC)S(=O)(=O)c2c(C)noc2C)cc1,-4,-2,-2,-13,3,nt,-12,-28,-23
COC(=O)C1=C(C)NC(=O)NC1c1ccc(N2CCC(c3ccccc3)=N2)cc1 (centres undefined),-16,-4,1,-35,nt,-0.053,nt,-3,-11
CCOc1ccc(C(=O)NCC(=O)OCc2cc(C(C)=O)ccc2OC)cc1,-28,2[fluorescence artefact?],3[fluorescence artefact?],-1,-4,0.33,-6,-11,-10
CCC(=O)c1ccc(N2CCN(S(=O)(=O)c3ccccc3)CC2)c(F)c1,-7,1,3,-8,-11,0.04,5,4,-6
COc1ccc(C(=O)Nc2nc(C)c(C)s2)cc1OC,-20,10,-8,0,7,-0.85,-12,1,-14[20 µM]
CC(C)NC(=O)NC(=O)COC(=O)c1ccc([N+](=O)[O-])cc1Cl,-3,1,-1,-6,1,0.028,-3,-2,-24
Cc1ccc(C(=O)OCC(=O)c2c[nH]c3ccccc23)cc1,-3,-47[fluorescence artefact?],13,4,13,0.84,-12,1,-12
COc1ccc(C2NC(=O)C(C)S2)cc1 (centres undefined),-3,2,10,-1,-3,1.6,-5,0,-7[20 µM]
C#CCSc1ncc(-c2ccccc2)cn1,-10,1,-2,-10,-21,-0.51,-6,-1,-5
O=C(c1ccc2ccccc2c1)C1CCCN(C(=O)c2noc3c2CCCC3)C1 (centres undefined),6,1,14,-7,-7,-1.6,4,-3,-10
CCCCCCCc1c(C#N)c(N)[nH]c(=S)c1C#N,-2,0,-7,-6,nt,-1.4,-23,-3,-10
CC1(C)CC(=O)C(c2c[nH]c3ccccc23)C(=O)C1,-26,2,-24,-3,-1,-0.032,-9,1,-26
O=C(OC1CCOC1=O)c1cc(-c2cccs2)nc2ccccc12 (centres undefined),20,2,-20,-9,3,-1.1,-25,-6,-15
COc1ccc(CN2C3CCCC2CC(NC(=O)/C=C/c2ccccc2)C3)cc1 (centres undefined),-12,0,-3,-10,-9,0.11,-7,-3,-29

# Profiles as entered above. Order of values: EBV gp42 block, eIF4E-4G inh, 14-3-3 Bad PPI, Thrombin inh, Rad51 HR inh, KCC2 mod, NCF1 inh, hK5 inh, Furin inhibitor
# CC(C)CC(=O)Nc1nc2ccc(S(C)(=O)=O)cc2s1 is entered as -18, -3, -4, -7, -5, 0.32, 1, 4, -27
# Cc1cc(=O)n(C(NC(=O)c2ccccc2)C(=O)c2ccccc2)cn1 (centres undefined) is entered as -16, 4, -1, -1, 4, -1.4, -6, 0, -18[20 µM]
# O=c1[nH]c(CSc2ncc(-c3ccc(F)cc3)n2Cc2ccco2)nc2ccccc12 is entered as -19, 0, 12, 2, 4, -0.12, 0, -64, -23
# N#CCc1ccc(OC(=O)c2cccnc2)cc1 is entered as -1, -1, -2, -5, -2, 0.82, -1, 2, -5
# Cc1ccc(C(=O)OCC(=O)c2c[nH]c3ccccc23)cc1 is entered as -3, -47[fluorescence artefact?], 13, 4, 13, 0.84, -12, 1, -12

# The main list resumes; the 2 compounds before the break are reprinted first.
SMILES,EBV gp42 block,eIF4E-4G inh,14-3-3 Bad PPI,Thrombin inh,Rad51 HR inh,KCC2 mod,NCF1 inh,hK5 inh,Furin inhibitor
O=C(OC1CCOC1=O)c1cc(-c2cccs2)nc2ccccc12 (centres undefined),20,2,-20,-9,3,-1.1,-25,-6,-15
COc1ccc(CN2C3CCCC2CC(NC(=O)/C=C/c2ccccc2)C3)cc1 (centres undefined),-12,0,-3,-10,-9,0.11,-7,-3,-29
CNc1ccccc1C(C)(C)c1ccn[nH]1,-14,-8,-11,1,10,0.88,-28,-19,-24
CCOc1ccc(N(CC)C(=O)CCNC(=O)Cn2ccc3ccccc3c2=O)cc1,8,-1,-14,-4,-6,-0.081,-1,-24,-18[20 µM]
Cc1cc(-n2c(C)cc(C(=O)CSc3nc4ccccc4c(=O)n3Cc3ccco3)c2C)no1,-25,5,12,-3,-1,-0.46,4,-6,-7[20 µM]
CCOc1ccccc1NC(=O)CCC(=O)Nc1ccc2nc(N3CCN(C)CC3)cc(C)c2c1,1,5,-3,-1,nt,-1.6,4,-27,-44
COc1ccccc1N1CCN(C(=O)c2cc(-c3ccc(Br)cc3)on2)CC1,-16,-5,0,-5,7,0.84,-47,-3,-19
O=C(Nc1cc(S(=O)(=O)N2CCOCC2)ccc1O)c1ccco1,-3,10,3,-4,-2,0.55,-12,-24,-24[20 µM]
Cc1ccc(CNc2ccc3c(c2)ncn3C)cc1,-10,2,-10,2,-1,-1.5,-5,-10,-9[20 µM]
CC(=O)NCCOc1c(C)cc(S(N)(=O)=O)cc1C,-13,5,11,5,2,nt,-1,-7,-15
NC(=O)NC(=O)COC(=O)/C=C/c1cccc(Br)c1,-28,2,-10,0,nt,1.2,3,2,-15
NCCc1nnc(SCc2ccccc2)o1,-4,0[fluorescence artefact?],12[fluorescence artefact?],-5,-7,-0.68,-3,12,-5
CCN(C(=O)COC(=O)c1cc([N+](=O)[O-])ccc1N1CCCCC1)C1CCS(=O)(=O)C1 (centres undefined),-11,6,-8,-2,6,-0.054,-6,-12,-5
C#CCN1C(=O)S/C(=C/c2cc(C)n(CC)c2C)C1=O,20,0,-8,3,-3,0.49,-22,-2,-8
CCC(=O)Nc1ccc2c(c1)ncn2-c1ccc(OC)cc1,-2,-2[fluorescence artefact?],-5,-1,-5,1.2,-3,-11,-11[20 µM]
O=C(NCc1cccs1)c1cnn2cccnc12,-13,-1,-1,1,5,-0.037,-8,3,-27[20 µM]
Cc1cccc(/C=N/NC(=O)Cn2nnnc2N)n1,-7,1,-8,3,10,0.96,2,-3,-22
COc1ccc(C(=O)Nn2c(C)nnc2-n2nc(C)cc2C)cc1OC,0,2[fluorescence artefact?],-4,0,12,-0.21,-7,-11,-23[20 µM]
O=C(Nc1nccs1)C1C2/C=C\CCCCC21 (centres undefined),-4,-4,4,-14,nt,-0.77,-7,-21,-16[20 µM]
O=C(NCCNc1ccc([N+](=O)[O-])cc1)c1cccc(Br)c1,4,-6,7[fluorescence artefact?],-3,15,1.4,-2,-5,-18
O=C(Oc1c(Cl)cc(Cl)c2ccccc12)N1CCCC1,4,-5,-6,3,-5,-0.19,-8,-13,-7[20 µM]
CCCc1nc2c(=O)n(C)c(=O)[nH]c2n1CCC,2,-5,0,-3,-5,-0.5,0,9,-12[20 µM]
O=C(NCCc1cccc(F)c1)[C@@H]1CSC2c3ccccc3C(=O)N21 (some centres undefined),-8,3,-3,0,12,-0.14,-4,-6,-18
CCOC(=O)CSc1nc(C)c2cc(C)c(C)cc2n1,-22,1,-6,-5,1,0.35,-12,1,-22
OCC1(CO)COC2(CCCC2)N1,-17&-6,8&-12,-9&-4,-2,6,1.6&-0.16,62*!,-2,-17&-17
Nc1sc2c(c1C(=O)c1ccccc1)CCCC2,-5,7,-8,-5,-5,0.46,-19,7,-9[20 µM]
O=C(CN1CCN(c2cccc(Cl)n2)CC1)N1CC(O)CO1 (centres undefined),5,-2,-12,4,-3,0.56,2,-4,-19

# Molecules listed so far with a thiophene ring, fused or not:
SMILES,EBV gp42 block,eIF4E-4G inh,14-3-3 Bad PPI,Thrombin inh,Rad51 HR inh,KCC2 mod,NCF1 inh,hK5 inh,Furin inhibitor
O=C(OC1CCOC1=O)c1cc(-c2cccs2)nc2ccccc12 (centres undefined),20,2,-20,-9,3,-1.1,-25,-6,-15
O=C(NCc1cccs1)c1cnn2cccnc12,-13,-1,-1,1,5,-0.037,-8,3,-27[20 µM]
Nc1sc2c(c1C(=O)c1ccccc1)CCCC2,-5,7,-8,-5,-5,0.46,-19,7,-9[20 µM]

# The list continues:
SMILES,EBV gp42 block,eIF4E-4G inh,14-3-3 Bad PPI,Thrombin inh,Rad51 HR inh,KCC2 mod,NCF1 inh,hK5 inh,Furin inhibitor
O=C(NCCc1csc(-c2ccccc2)n1)c1c(F)cccc1Cl,-6,0,-16,-6,-13,-3.8,-8,4,-16
Cc1nc(SC2CC(=O)N(c3ccccc3)C2=O)n[nH]1 (centres undefined),-23,4,22,-9,-2,-0.11,-7,-3,-30
OC1(c2cccc(C(F)(F)F)c2)CCN(Cc2nnnn2CCc2ccccc2)CC1,1,4,-6,0,-3,-2.4,-6,-8,-20[20 µM]
Cc1cc(C)cc(N(CC(=O)O)S(=O)(=O)c2c(C)[nH]c(=O)[nH]c2=O)c1,-17,1,5,0,nt,0.79,1,nt,-15
O=S(=O)(NN1CCOCC1)c1ccc(Cl)s1,-20,1,-4,-2,-35,0.085,-5,1,-35
O=C(CCCSc1nc2ccccc2c(=O)[nH]1)c1ccccc1,-12,1,-15,-7,-4,-0.2,-3,-3,-17
Cc1ccc2nc(SCC(=O)N/N=C/c3ccco3)cc(C)c2c1,4,-1,-10,16,0,0.37,-23,1,-23
CS(=O)(=O)N(CC(=O)N1CCCCC1)C1CCCCC1,-14,-3,4,3,-7,0.033,1,1,-21
Cc1oc(C)c(C(=O)O)c1C(=O)O,2,-3,3,-4,10,0.72,4,-9,-19
CSc1nc(SCC(=O)O)c2sc3nc(-c4ccccc4)c4c(c3c2n1)CCC4,53*,57*,87*,-3,10,6.1*,-8,2,-10
